CHOP inh – blocks CHOP induction under ER stress; 220,000 tested, 3.8% active; inhibition, % at 10 µM; CHO-K1 CHOP-promoter luciferase, tunicamycin-induced, 15-18 h;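 active = compounds that reduced the stress-induced luciferase reporter signal by more than about 70% of percent inhibition, limit read from the data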;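 note: 0% = tunicamycin plus vehicle and 100% = wells without tunicamycin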
BaF3 parental – counter-screen for JAK2V617F inhibitors: parental Ba/F3 viability inhibitors | CellTiter-Glo ATP luminescence | inhibition, % at 5.6 µM | 220,000 tested, 1.1% active;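 active = inhibition above a per-campaign cutoff, the mean inhibition of all tested compounds plus 3 SD, cut at about 27% in these data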;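 note: 0% = DMSO wells and 100% = JAK Inhibitor I control wells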
TRPN1 ag – zebrafish TRPN1 (NompC) channel agonism | HEK293 zebrafish TRPN1-YFP, Fluo-8 calcium fluorescence; 100% = response to 87 µM carbachol | activation, % at 3 µM | 220,000 tested, 0.18% active | AID 1424;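 active = activation above its plate's cutoff, the mean activation of test wells on that plate plus 3 SD, cut at about 19% in these data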;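 note: 0% = DMSO alone and 100% = 87 µM carbachol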
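Material: zebrafish TRPN1-YFP in HEK293 cells; Doses: single test compound dose, 3 µM nominal, 0.3% DMSO; Timing: dye loading 1 h at 37 °C, then 30 min room temperature; Technique: intracellular calcium fluorescence with Fluo-8; Benchmarks: high carbachol 87 µM, low DMSO alone.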
TRPML3 ag – human mucolipin-3 channel agonism | Q8TDD5 | 220,000 tested, 0.29% active | HEK293 TRPML3-YFP, Fluo-8 calcium fluorescence; 100% = the carbachol control signal | activation, % at 3 µM;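 active = activation above its plate's cutoff, the mean activation of the plate's test wells plus 3 SD, cut at about 12% in these data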;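 note: 0% = DMSO only wells and 100% = carbachol wells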
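Material: HEK293 cells stably carrying human TRPML3-YFP; compound dosing: single dose, 3 µM final nominal compound, 0.3% DMSO final; incubation: 1-h 37 °C dye load, 5-s basal, 120-s post-compound reads; technique: Fluo-8 intracellular calcium fluorescence, excitation 470-495 nm, emission 515-575 nm; read-out basis: percent activation from peak-to-basal fluorescence ratio, scaled between DMSO and carbachol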
PPC-1+TRAIL kill – kills PPC-1 cancer cells in the presence of TRAIL | PPC-1 cells + TRAIL, ATPLite viability luminescence | AID 1443 | cell killing (% activity), % at 4 µM | 220,000 tested, 0.41% active;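 active = cell killing above 50% in the first pass at 4 µM, then a duplicate retest at 5 µM averaging 50% or more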;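 note: plate controls were cells with TRAIL plus DMSO for no effect and medium-only wells lacking cells for full effect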
Wee1 stabilizer – human Wee1 degradation inhibition, primary screen | 220,000 tested, 1.2% active | HeLa Luc-Wee1K328M stability, luciferase luminescence; 100% = proteasome inhibitor MG132 effect | P30291 | AID 1321 | reporter increase, % at 5 µM;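 active = activation above the mean of all tested compounds plus 3 SD, set per screening run, cut at about 8.8% in these data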;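 note: cells exposed to compound for 20 h before luminescence read; 0% = DMSO alone and 100% = MG132 at 30 µM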
Target sequence (P30291 whole entry K328M): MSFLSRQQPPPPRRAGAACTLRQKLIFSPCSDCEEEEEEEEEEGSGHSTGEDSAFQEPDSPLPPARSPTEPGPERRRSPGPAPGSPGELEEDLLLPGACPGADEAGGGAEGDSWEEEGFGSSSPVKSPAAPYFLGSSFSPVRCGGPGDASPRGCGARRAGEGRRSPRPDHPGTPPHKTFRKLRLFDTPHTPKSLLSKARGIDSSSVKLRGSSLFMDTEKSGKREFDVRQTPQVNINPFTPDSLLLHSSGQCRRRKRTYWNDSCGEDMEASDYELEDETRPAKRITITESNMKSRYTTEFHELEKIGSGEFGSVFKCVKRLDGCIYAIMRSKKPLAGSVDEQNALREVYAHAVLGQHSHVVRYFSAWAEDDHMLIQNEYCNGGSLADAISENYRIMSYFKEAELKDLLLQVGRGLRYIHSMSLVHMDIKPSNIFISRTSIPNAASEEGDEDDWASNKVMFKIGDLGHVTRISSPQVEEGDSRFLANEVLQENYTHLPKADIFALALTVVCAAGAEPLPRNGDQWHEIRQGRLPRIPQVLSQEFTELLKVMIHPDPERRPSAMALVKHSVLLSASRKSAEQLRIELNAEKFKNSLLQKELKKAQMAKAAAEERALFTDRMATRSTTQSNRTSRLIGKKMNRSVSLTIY
TNF death inh – inhibitors of TNF-alpha induced necroptosis in Jurkat FADD-/- cells; Jurkat FADD-/- TNF necroptosis rescue, ATP luminescence, 24 h; 0 = TNF only, 100 = no-TNF cells; activation (protection from cell death), % at 10 µM; 220,000 tested, 0.068% active;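 active = activation, meaning protection from cell death, of at least 50% relative to plate controls; inactive = activation below 50%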;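 note: necroptosis triggered by 40 ng/mL TNF-alpha added together with compound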
Ba/F3 V617F tox – reduce viability of Ba/F3 cells dependent on JAK2V617F | Ba/F3 EpoR-JAK2V617F viability, ATP luminescence | 220,000 tested, 1.1% active | inhibition, % at 5.6 µM;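 active = inhibition above the campaign mean plus 3 SD over all tested compounds, cut at about 24% in these data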;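 note: cytokine-independent growth of Ba/F3 cells driven by EpoR plus mutant JAK2; 0% = DMSO-treated cells and 100% = JAK inhibitor I control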
RBBP9 inhibitor – blocks human serine hydrolase RBBP9; O75884; recombinant RBBP9, FP-Rh probe fluorescence polarization; inhibition, % at 7.94 µM; 220,000 tested, 0.2% active; AID 1515;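 active = inhibition above the campaign mean of all tested compounds plus 3 SD, cut at about 14% in these data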;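 note: plate controls were DMSO wells with RBBP9 for no effect and wells lacking RBBP9 protein for full effect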
Target sequence (O75884 whole entry, looked up): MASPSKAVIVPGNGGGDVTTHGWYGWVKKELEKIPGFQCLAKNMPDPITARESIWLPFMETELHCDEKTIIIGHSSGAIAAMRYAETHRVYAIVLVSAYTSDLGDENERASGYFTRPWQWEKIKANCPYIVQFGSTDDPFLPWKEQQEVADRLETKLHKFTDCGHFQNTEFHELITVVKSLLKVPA
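Test system – recombinant human RBBP9 · Input – RBBP9 2.5 µM in dispensing solution, pre-mixing · Medium – Tris buffer pH 8.0, NaCl, Pluronic · Schedule – preincubation 30 min plus labeling 45 min at 25 °C · Measured by – fluorescence polarization · Measure – % inhibition · Controls – DMSO and no-protein wells · Replicates – one well per compound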
Numbers without * were called inactive; / = not tested or not shown; [ ] = remark or other dose.

#1 CCOC(=O)c1c(NC(=O)CC2Nc3cc(C)c(C)cc3NC2=O)sc(C)c1C (stereo not given)
#2 CC(C)S(=O)(=O)c1csc(C(=O)Nc2ccc(F)cc2)c1N
#3 COC(=O)/C(C#N)=C1/SC=C(C)N1c1ccccc1
#4 COc1ccc(NC(=O)CN(C)S(=O)(=O)c2ccccc2)c([N+](=O)[O-])c1
#5 CN(C)/N=C/c1ccc([N+](=O)[O-])cc1[N+](=O)[O-]
#6 O=C(CN1C(=O)C2C3C=CC(C3)C2C1=O)Nc1nc(-c2ccccn2)cs1 (stereo not given)

Compound	1	2	3	4	5	6
CHOP inh	74*	-34	9	-3	2	2
BaF3 parental	-1	3	3	3	5	9
TRPN1 ag	0.9	4.0	0.1	1.6	1.0	1.1
TRPML3 ag	0.4	1.1	0.9	-0.2	0.1	1.2
PPC-1+TRAIL kill	-9	34	13	0	16	-2
Wee1 stabilizer	1	0	-1	0	2	-1
TNF death inh	-1.7	-3.1	0.7	-2.3	-1.0	-2.1
Ba/F3 V617F tox	1	2	-2	-2	3	1
RBBP9 inhibitor	-5	-4	-6	-3	-1	-5

#7 Cc1c(N=Nc2ccc(O)cc2)c(=O)n(-c2ccccc2)n1C
#8 O=C1/C(=C/c2cccc3ccccc23)CCCc2ccccc21
#9 CC(=O)n1cc([C@@H]2C=C(C(=O)N3CCOCC3)O[C@H](OCCCCO)C2)c2ccccc21
#10 O=C(CSc1nnc(-c2ccncc2)n1-c1ccc(F)cc1)NC(=O)NCc1ccco1
#11 CN(C)S(=O)(=O)c1cc(NC(=O)CSc2nn(-c3ccc(Cl)cc3)c(=S)s2)ccc1Cl
#12 CC(C)CNC(=O)c1cccc(NC(=O)C(C)Oc2ccccc2)c1 (stereo not given)

Compound	7	8	9	10	11	12
CHOP inh	-18	15	3	-2	48	11
BaF3 parental	3	-1	5	1	5	-1
TRPN1 ag	0.6	-1.5	0.1	0.5	-0.8	-0.2
TRPML3 ag	0.2	0.0	-0.2	0.7	-0.2	-0.5
PPC-1+TRAIL kill	14	-4	15	10	11	8
Wee1 stabilizer	1	-3	-2	2	-1	-3
TNF death inh	-1.5	-0.2	1.1	-3.2	2.3	1.3
Ba/F3 V617F tox	4	-5	-7	-1	-4	-4
RBBP9 inhibitor	-10	1	2	-6	-9	2

#13 Cc1cnc(C(=O)N2CCCC(C(=O)c3cccc(OC(C)C)c3)C2)cn1 (stereo not given)
#14 CC(=O)c1c(C(C)=O)c(C)n(Cc2ccc3c(c2)OCO3)c1C
#15 COc1ccc(-c2coc3cc(O)ccc3c2=O)cc1OC
#16 CC1(C)CC(=O)C=C(Nc2cc(-c3ccccc3)[nH]n2)C1
#17 S=c1[nH]nc(-c2n[nH]c3c2CCC3)n1/N=C/C=C/c1ccccc1
#18 C=CCSc1nc2ccccc2c2nc(-c3ccccc3)nn12

Compound	13	14	15	16	17	18
CHOP inh	18	30	7	6	51	-14
BaF3 parental	7	7	4	-1	-1	2
TRPN1 ag	0.8	0.9	0.7	1.2	-2.6	-0.1
TRPML3 ag	0.5	2.8	-0.1	0.8	0.1	-1.7
PPC-1+TRAIL kill	14	-6	18	14	10	18
Wee1 stabilizer	1	-1	-2	1	-1	1
TNF death inh	1.0	-2.9	-0.6	12	0.1	-1.0
Ba/F3 V617F tox	-4	1	-2	-1	-3	-1
RBBP9 inhibitor	-5	0	-8	-2	-9	-4

#19 COc1ccc(OC)c2[nH]c(=O)c(CCNC(=O)CC(C)C)cc12
#20 CCCN(CCC)S(=O)(=O)c1ccc(C(=O)OCCN2C(=O)c3cccc4c(N5CCOCC5)ccc(c34)C2=O)cc1
#21 CCN(CC)CC(=O)N1N=C(c2cccs2)CC1c1ccco1 (stereo not given)
#22 COc1cc2c(cc1OC)-c1cc(NC3CCCCC3)nc(=O)n1CC2
#23 COc1ccc(CNC(=O)c2c(O)c3ccccc3n(C)c2=O)cc1OC
#24 COC(=O)c1c(C(=O)OC)c(-c2cccc(C)c2)n2c1CS(=O)C2 (stereo not given)

Compound	19	20	21	22	23	24
CHOP inh	-7	40	-2	3	27	0
BaF3 parental	0	0	0	4	-1	5
TRPN1 ag	-1.2	1.1	0.6	-0.6	1.2	1.3
TRPML3 ag	-0.3	1.1	1.3	-0.1	0.4	1.1
PPC-1+TRAIL kill	14	23	0	-6	-3	-3
Wee1 stabilizer	11*	-1	-1	3	-1	1
TNF death inh	0.8	-11	-0.9	-2.1	-0.1	0.5
Ba/F3 V617F tox	-4	-2	-2	2	-1	0
RBBP9 inhibitor	-11	-6	8	-5	-6	-3

#25 COc1ccc(N/N=C/c2c(C(=O)O)ccc3ccccc23)cc1
#26 O=C(COc1ncnc2ccc(Br)cc12)NCc1ccco1
#27 COc1cc(/C=N/NC(=O)c2cccnc2)ccc1OS(=O)(=O)c1cc(C)ccc1C
#28 COc1ccc(CCN(Cc2cc3cc(C)c(C)cc3nc2Cl)C(=O)C2CC2)cc1
#29 CCOC(=O)c1cncc(C#CCOC(=O)Nc2ccc(OC(F)(F)F)cc2)c1
#30 O=C1C=C(c2ccccc2)OC(c2ccccc2)O1 (stereo not given)

Compound	25	26	27	28	29	30
CHOP inh	96*	-17	-1	47	3	-19
BaF3 parental	40*	-2	9	1	0	-3
TRPN1 ag	7.2	-0.3	3.8	-0.4	1.2	-1.8
TRPML3 ag	0.3	-0.6	1.0	0.3	0.0	-1.3
PPC-1+TRAIL kill	43[5 µM]	6	-1	-2	9	/
Wee1 stabilizer	2	-2	-3	1	-4	-1
TNF death inh	-16	2.9	1.4	-4.7	1.2	-0.5
Ba/F3 V617F tox	35*	-5	5	0	2	-4
RBBP9 inhibitor	-6	7	-36	-11	-5	-5

#31 O=C1CCCc2oc3c(cc(NS(=O)(=O)c4ccc5c6c(cccc46)C(=O)N5)c4ccccc43)c21
#32 CCN(CC)C(=O)c1cc(-c2ccccc2OC)on1
#33 COc1cc(NC(=O)CN(C)S(=O)(=O)c2ccc(C)cc2)cc(OC)c1
#34 COc1ccc(-c2nc(-c3ccccc3)nc(Cl)c2C#N)cc1
#35 CC(C)(C)c1ccc(Cn2cnc(-c3ccc([N+](=O)[O-])cc3)c2)cc1
#36 Cc1ccc(NC(=S)NNc2ccc([N+](=O)[O-])cc2S(=O)(=O)Nc2ccccc2C(=O)O)cc1C

Compound	31	32	33	34	35	36
CHOP inh	10	5	12	53	70	-30
BaF3 parental	-3	4	5	6	39*	3
TRPN1 ag	2.1	-2.0	-2.0	1.1	-1.0	-0.3
TRPML3 ag	-0.7	-0.5	-1.2	0.8	0.0	0.4
PPC-1+TRAIL kill	11	26	1	-2	28	37
Wee1 stabilizer	-1	0	2	-2	8	-1
TNF death inh	-5.5	-4.7	0.2	-20	1.2	0.0
Ba/F3 V617F tox	6	-4	6	2	-3	-1
RBBP9 inhibitor	-28	0	1	-3	-4	0

#37 CSCCC1NC2(C(=O)Nc3ccc(Cl)cc32)[C@@H]2C(=O)N(C3CCCC3)C(=O)[C@H]12 (stereo not given in full)
#38 CC1(C(=O)NCc2cccnc2)CCC(=O)N1Cc1cccs1 (stereo not given)
#39 COc1ccc(/C=N/n2c(-c3ccc(C)cc3)n[nH]c2=S)cc1OC
#40 COc1ccc(CN(C(=O)c2oc3ccccc3c2C)C2CCS(=O)(=O)C2)cc1OC (stereo not given)
#41 COc1cccc(C(=O)CSc2nnc(COc3cccc4cccnc34)o2)c1
#42 CCC(=O)c1ccc(OCc2ccc(C#N)cc2)cc1

Compound	37	38	39	40	41	42
CHOP inh	86*	19	-3	-20	48	-12
BaF3 parental	4	0	-2	7	0	4
TRPN1 ag	0.5	-0.1	-2.7	0.1	-0.9	-2.3
TRPML3 ag	0.7	0.4	-1.8	-0.2	-0.3	-0.5
PPC-1+TRAIL kill	-8	27	11	32	4	-16
Wee1 stabilizer	5	-2	-3	0	0	-1
TNF death inh	-1.9	1.6	-1.6	-0.1	3.9	0.5
Ba/F3 V617F tox	-2	-4	1	-1	0	0
RBBP9 inhibitor	-2	-8	-13	-9	4	-3

#43 COc1cccc(N(C(=O)Cn2nnc(-c3cccs3)n2)C(C(=O)NC(C)C)c2ccc(C)o2)c1 (stereo not given)
#44 Cc1ccc(/C=C/C(=O)NCc2cccs2)c(C)c1
#45 CCOc1c2ccc(C(=O)NC3CCCc4ccccc43)cc2nn1C (stereo not given)
#46 O=C(NC(=S)NC1CCCc2ccccc21)c1ccco1 (stereo not given)
#47 COc1cc(C2CC(=O)Nc3cc(C)c(C)cc32)cc(OC)c1OC (stereo not given)
#48 Cc1nnc(-c2ccccc2)nc1N(C)C

Compound	43	44	45	46	47	48
CHOP inh	93*	-13	15	22	10	-5
BaF3 parental	1	2	1	10	2	5
TRPN1 ag	-3.4	-1.9	0.2	0.8	-1.6	-0.8
TRPML3 ag	-1.0	-0.9	-0.3	1.6	0.5	0.7
PPC-1+TRAIL kill	29	7	21	14	16	11
Wee1 stabilizer	-1	5	0	0	-3	-2
TNF death inh	-3.5	0.8	-2.4	-0.9	1.7	0.4
Ba/F3 V617F tox	-3	-4	-3	5	1	1
RBBP9 inhibitor	4	2	2	-8	6	-4

Next section, starting with the last two of the part before.
#47 COc1cc(C2CC(=O)Nc3cc(C)c(C)cc32)cc(OC)c1OC (stereo not given)
#48 Cc1nnc(-c2ccccc2)nc1N(C)C
#49 CC1CCCCN1C(=O)CSc1nc(N)cc(=O)[nH]1 (stereo not given)
#50 O=C(CCCN1C(=O)c2ccccc2C1=O)Nc1nc2ccccc2[nH]1
#51 CCc1ccc2[nH]c(=O)c(CN(CCN(C)C)C(=O)Nc3ccccc3)cc2c1
#52 COc1ccc(N(CC(=O)NCC(C)C)S(=O)(=O)c2ccccc2)cc1
#53 O=C(NCc1cccs1)c1ccc(N2CCCC2=O)cc1
#54 CN(C)S(=O)(=O)c1ccc2nc(NC(=O)c3cccs3)sc2c1
#55 CCc1ccc(C(=O)NNc2cc(Cl)ccc2Cl)cc1
#56 CN(C)C(=O)c1cn(-c2ccccc2)c(=O)c2ccccc12

Compound	47	48	49	50	51	52	53	54	55	56
CHOP inh	10	-5	44	3	13	47	1	-20	22	10
BaF3 parental	2	5	-2	-6	2	10	5	0	-1	-2
TRPN1 ag	-1.6	-0.8	-1.5	1.2	1.5	0.3	0.1	1.4	0.1	0.8
TRPML3 ag	0.5	0.7	0.8	0.6	0.7	0.3	0.6	1.2	-0.6	0.7
PPC-1+TRAIL kill	16	11	12	-1	24	/	10	49	4	4
Wee1 stabilizer	-3	-2	2	-1	-1	-3	-1	3	0	0
TNF death inh	1.7	0.4	1.1	1.6	-4.8	0.0	-0.8	0.0	3.2	-1.5
Ba/F3 V617F tox	1	1	-3	-2	-2	0	2	-4	-1	-3
RBBP9 inhibitor	6	-4	-1	-7	3	-4	-3	-4	-1	-3

Random draw from the library; about 6.8% have a hit in one of these screens.
